CF NFkB inh = inhibitors of cystic fibrosis induced NF-kB; KKLEB NF-kB-GFP reporter, PAF-induced, GFP fluorescence overnight; inhibition, % at 5 µM; hit rate 0.86% among 360,000; AID 588850;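 active = at least 50% inhibition at 5 µM, scaled per plate between neutral and stimulator controls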;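 note: PAF is a Pseudomonas aeruginosa culture filtrate used as stimulus; plate controls were PAF-stimulated DMSO wells for no effect and unstimulated DMSO wells for full effect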
TWEAK-Fn14 inh = blocks TWEAK-Fn14 interaction in a reporter cell assay. TWEAK-stimulated Fn14 reporter cells, luciferase luminescence, 8 h. AID 1159606. inhibition, % at 10 µM. hit rate 2% among 360,000; in the data active = inhibition above about 50%
C8 TRAIL sens = sensitizes caspase-8 expressing cells to TRAIL. inhibition (viability loss, TRAIL sensitization), % at 10 µM. hit rate 1% among 360,000. NB7+C8 cells + TRAIL, ATPlite viability luminescence. AID 624354;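 active = compounds causing at least 50% loss of cell viability in the single-dose screen, relative to plate controls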
KKLEB tox = counter-screen for CF NF-kB inhibitors: cytotoxicity; KKLEB CF airway cells viability, ATPlite luminescence, overnight; hits give low values; cells stimulated with P. aeruginosa culture filtrate; hit rate 0.36% among 360,000; AID 602141; activity change (cytotoxicity), % at 5 µM;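 active = corrected activity change at or below -50% at 5 µM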
NR2E3 ag-1 = human photoreceptor-specific nuclear receptor agonism; Q9Y5X4; CHO-S Gal4-NCOR/VP16-NR2E3 two-hybrid, luciferase; inhibition of corepressor binding, % at 3.98 µM; hit rate 0.35% among 360,000; AID 602229;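 active = inhibition above the mean of all tested compounds plus 3 SD, cut at about 70% in these data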;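 note: 0% = DMSO with NR2E3 transfected cells and 100% = cells lacking NR2E3 construct; higher means lower luciferase signal from less NR2E3 corepressor binding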
Target sequence (Q9Y5X4 whole entry, looked up, the tested form may be a part): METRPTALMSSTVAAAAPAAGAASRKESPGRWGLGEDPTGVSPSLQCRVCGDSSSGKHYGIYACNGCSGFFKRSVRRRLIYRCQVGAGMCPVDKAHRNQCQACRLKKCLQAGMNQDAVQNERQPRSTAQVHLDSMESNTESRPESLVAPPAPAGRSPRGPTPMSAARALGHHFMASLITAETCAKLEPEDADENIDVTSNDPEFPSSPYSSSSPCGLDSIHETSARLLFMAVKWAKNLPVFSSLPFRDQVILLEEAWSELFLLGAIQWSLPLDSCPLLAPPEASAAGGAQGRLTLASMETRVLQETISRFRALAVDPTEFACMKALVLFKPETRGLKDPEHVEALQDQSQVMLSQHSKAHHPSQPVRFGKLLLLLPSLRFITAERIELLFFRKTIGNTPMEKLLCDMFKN
HIF-2a inh = inhibitors of HIF-2a; hit rate 0.72% among 360,000; AID 624352; inhibition, % at 18.8 µM; 786-0 RCC cells HIF-2a reporter, luciferase luminescence, overnight;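 active = inhibition of the luminescence signal of 40% or more relative to plate controls, in a single-dose primary screen at 18.75 µM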
Peg3 prom inh = reduces Peg3 promoter-driven luciferase expression in HeLa; hit rate 1.7% among 360,000; HeLa PEG-Prom luciferase reporter, luminescence, overnight; AID 588405; inhibition, % at 20 µM;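 active = inhibition of at least 50% at 20 µM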
NR2E3 ag-2 = NR2E3 (human) agonism | AID 2300 | hit rate 0.12% among 320,000 | GST-NR2E3/biotin-RetCOR TR-FRET, 1536-well | inhibition of corepressor binding, % at 4.78 µM;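 active = percent inhibition above the cutoff of mean plus 3 SD of all tested compounds, set per screening campaign, cut at about 20% in these data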;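 note: 0% = DMSO wells and 100% = biotin wells as full block of FRET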
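Material: NR2E3–RetCOR corepressor complex | Quantity: 1.35 nM GST-tagged NR2E3 final | Schedule: 5 h at 4 °C | Replication: Singlicate compound wells | Reagent: RetCOR corepressor, biotinylated, 7 nM | Controls: Biotin wells as high control, 0.6% DMSO wells as low control | Signal: TR-FRET, Eu(K)-anti-GST donor, streptavidin-D2 acceptor, ex 340, em 617/671 nm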
TRPM1 prom inh = inhibitors of MITF-driven TRPM1 promoter in melanoma cells; SK-MEL-5 TRPM1 promoter luciferase, 24 h; inhibition, % at 12.5 µM; hit rate 0.83% among 330,000; AID 488899;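 active = mean inhibition across replicates of 60% or more, whatever share of single replicates reaches that level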; note: values of inactives mirror those of a sister screen read the other way
TROY NFkB inh = blocks TROY-dependent signaling in reporter cells | Q293 LMP1-TROYcd NF-kB luciferase reporter, 4 h | inhibition, % at 10 µM | hit rate 0.98% among 360,000 | AID 1347056;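 active = compounds whose plate-normalised and pattern-corrected inhibition of the luciferase reporter signal at the single screening dose is 50% or more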
Shn3 3UTR inh = Schnurri-3 reporter inhibition in Clone20 osteoblasts. AID 588674. inhibition, % at 12.5 µM. hit rate 0.52% among 360,000. Clone20 osteoblast Shn3 3'UTR firefly luciferase, 24 h;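 active = mean inhibition of at least 75% with every replicate also reaching 75%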;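 note: 0% = median of neutral control wells and 100% = pilot-screen positive control compound; some compounds past the cut are filed as inactive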
* = called active by the depositor; nt = no result given.

Compound,CF NFkB inh,TWEAK-Fn14 inh,C8 TRAIL sens,KKLEB tox,NR2E3 ag-1,HIF-2a inh,Peg3 prom inh,NR2E3 ag-2,TRPM1 prom inh,TROY NFkB inh,Shn3 3UTR inh
Cc1ccc(CNC(=O)c2ccccc2NC(=O)CSc2nnnn2C)cc1,-9,13,-14,-2,-2,15,2,2,-10,10,2
O=C(CSc1nnnn1-c1ccccc1)Nc1ccc(Cl)cc1,-10,-19,-16,-4,-19,9,-5,0,7,-22,-16
CC(NC(=O)CN1CCN(C(=O)c2cccs2)CC1)c1ccc(F)cc1F (stereo not drawn),1,-3,9,-10,15,-1,9,nt,1,7,6
Cc1nc(N)sc1-c1csc(Nc2ccc(S(N)(=O)=O)cc2)n1,6,19,0,11,12,-3,1,nt,10,13,4
O=C1CCN2C=Nc3cccc4ccc1c2c34,-4,-5,-8,-2,-34,31,30,-1,9,5,-6
C=CCOC(=O)C1=C[C@H](c2ccc(Br)cc2)C[C@H](OCCCCO)O1,22,19,2,-4,-5,3,-2,5,7,-15,3
Cc1ccc(S(=O)(=O)N(Cc2ccccc2)c2ccccc2C(=O)NCc2cccnc2)cc1,-5,1,-15,6,-26,-1,12,-5,-1,-7,4
O=C(Nc1cccc2c1CCCC2)c1cc(C2CCCCN2C(=O)CCCc2ccccc2)on1 (stereo not drawn),-6,22,0,17,21,11,4,nt,nt,4,-2
O=C(CN(C(=O)CNC(=O)c1cccs1)c1ccc(F)cc1)NC1CCCCC1,9,-16,-2,5,-25,4,-3,-4,-2,4,-1
COc1cc(C(=S)N2CCOCC2)cc(OC)c1OC(=O)c1ccc(F)cc1,-12,-22,-15,6,7,18,9,3,-2,6,-8
COCCCNC(=O)COc1cc2c(c3oc(=O)c(C)c(C)c13)CCC(C)(C)O2,19,-32,4,-13,-35,11,12,-3,3,3,-5
O=C(C1CCC(CNS(=O)(=O)c2ccc(F)cc2)CC1)N1CCOCC1 (stereo not drawn),-5,-4,-4,-4,-4,22,17,3,2,12,2
COc1ccc(N2CCN(C(=O)C3CCCN(S(=O)(=O)c4cccc5cccnc45)C3)CC2)cc1 (stereo not drawn),-4,9,-15,1,-5,9,19,0,31,-3,9
O=C(NC(=S)NNC(=O)c1ccco1)c1ccc(Br)cc1,-35,-17,4,4,-43,-44,-5,-2,-2,-59,-15
C#Cc1cc(N2CCN(C(=O)c3ccoc3)CC2)n2nc(-c3cccc(Cl)c3)cc2n1,65*,-14,92*,-43,2,-81,79*,nt,nt,-10,62
Cc1cn(C2OC(COC(=O)c3ccccc3)C(O)C2O)c(=O)[nH]c1=O (stereo not drawn),21,8,6,-6,-13,-5,1,1,3,19,-17
COc1cc(/C=N/NC(=O)CNc2n[nH]c(=O)[nH]c2=O)ccc1OCc1ccccc1,-18,-16,-3,0,-9,-10,-42,2,-32,-52,-36
CCOC(=O)N=Nc1c(O)n(CC)c2ccccc12,13,-7,-6,5,-26,-2,-13,0,5,-5,24
CSCCC(NC(=O)COc1ccccc1)C(=O)N1CCN(c2ccccc2F)CC1 (stereo not drawn),3,-5,-2,1,-9,15,7,-1,-3,4,4
COC(=O)CC(=O)CSc1nc(C)cc(C)c1C#N,-9,-16,-13,-9,-17,9,3,5,-5,-6,-8
CCOc1cc(N2CCOCC2)c(OCC)cc1NC(=O)C(C)C,-6,15,6,5,17,8,3,-3,0,-5,-1
CN(C)C(C)(C)/C=C/C(O)(c1ccccc1)c1ccccc1,2,-3,-13,1,-24,24,-3,1,-1,17,-17
O=C(CCn1cnc2ccccc21)N/N=C/c1ccccc1O,3,-21,26,2,7,-139,-82,-1,-14,-4,-21
O=C(NC1CC1)C1C2C3C4CC5C3C5C4C12 (stereo not drawn),3,5,-13,2,-21,-25,-31,1,12,-2,4
CCOC(=O)CNC(=S)N(Cc1ccccc1)Cc1cccs1,-3,-17,-13,-2,18,17,11,-5,-5,8,-7
Cc1ccccc1Cn1c(CN2CCc3ccccc3C2)nc2c1c(=O)n(C)c(=O)n2C,4,24,-10,-2,-22,7,22,-1,1,18,24
NC(=O)COc1c(-c2ccc(Br)o2)oc2ccccc2c1=O,-30,21,0,8,-28,-23,5,-1,-8,-6,6
O=C(NCCc1c[nH]c2ccccc12)c1cccc(S(=O)(=O)Nc2ccccc2Cl)c1,1,15,6,1,4,6,19,1,23,0,7
Cc1ccc(Cl)c2sc(NC(=O)C3CC3)nc12,-30,3,-11,12,-12,14,14,3,8,12,2
CC(C)CC(NC(=O)c1ccccc1)C(=O)N/N=C/c1ccco1 (stereo not drawn),2,12,4,-7,9,19,-2,0,0,15,8
COc1ccc2[nH]c3c(=O)n(CCCN4CCOCC4)cnc3c2c1,-2,10,-3,8,24,-7,7,-1,11,0,6
O=C(O)CSc1ncn[nH]1,0,-18,0,-4,-9,11,-5,-2,-6,11,3
CCn1cc(C(=O)NN)c(=O)c2cc(F)c(N3CCOCC3)cc21,-8,-2,-3,8,-5,21,-1,-1,5,13,-5
Fc1ccc2cnc(-c3ccccc3)c(-c3cccc(C(F)(F)F)c3)c2c1,-9,-5,8,1,-5,-7,-15,5,-1,-27,-3
S=C(NCc1ccco1)Nc1ccc(Cl)cn1,-42,11,-8,33,-15,-62,-11,2,6,-5,-4
COc1cc(NC(=O)c2c(F)c(F)c(OC)c(F)c2F)ccc1NC(=O)c1cccs1,1,-21,4,19,-34,-33,-14,-3,-2,-16,1
Cc1cc2cc(CNS(=O)(=O)c3ccccc3)ccc2n1C,6,-52,-23,23,-12,9,27,2,-20,-17,-6
CCNc1nc(NCC)n2c(SCC(=O)Nc3ccccc3)nnc2n1,-19,-1,34,1,-23,12,-3,1,7,2,-3
CN(CC(=O)Nc1ccc(N2CCOCC2)cc1)C(=O)c1cc2c(s1)CCCC2,-6,5,-7,10,1,-11,-13,2,-5,23,6
COc1ccc(S(=O)(=O)N(C)CC(=O)N2CCCCCC2)cc1OC,9,4,-4,4,-29,2,13,0,-7,10,-10
Cc1ccc(CN(C)C(=O)C2CCC(=O)N(C3CCCCCC3)C2)cc1 (stereo not drawn),12,0,-15,-7,6,5,-3,-3,-1,-8,-20
COC(=O)c1c(N2C(=O)CC(Sc3ncccc3C(=O)O)C2=O)sc(C)c1C (stereo not drawn),12,-3,7,9,8,-4,-12,4,3,6,-16
O=C(O)CCN1C(=O)/C(=C\c2ccc(OCc3ccccc3)c(OCc3ccccc3)c2)SC1=S,-6,-7,8,18,-22,17,6,2,4,5,0
COc1ccc(C(=O)Nc2ccccc2N2CCOCC2)cc1S(=O)(=O)N1CCOCC1,-16,-2,-5,9,8,5,-2,1,-1,3,3
O=C(Cn1c(=O)oc2cc(S(=O)(=O)N3CCCCC3)ccc21)N1CCc2ccccc21,15,-35,19,-8,-4,29,34,-2,30,-8,4
CCCC1CCc2c(sc(NC(=O)OCC)c2C#N)C1 (stereo not drawn),9,8,15,-1,-43,-97,-53,0,11,-18,-19
COc1ccc(NC(=O)N(C)C[C@H]2Oc3ccc(NS(=O)(=O)c4cccs4)cc3C(=O)N([C@@H](C)CO)C[C@@H]2C)cc1,-12,-18,2,-6,-59,-5,-13,nt,4,-4,-25
CC(C)(C)C(=O)Nc1ccc(C(=O)N/N=C/C2CC3C=CC2C3)cc1 (stereo not drawn),-26,-9,-1,-8,-4,0,-5,0,6,-1,15
Cc1ccc(Cn2nnc3c(=O)[nH]c(C4CCN(C(=O)c5cccs5)CC4)nc32)cc1,4,-11,-11,-2,-20,12,20,1,3,1,7
COc1ccccc1-n1cnc2cc(NCc3ccccc3O)ccc21,6,18,12,-5,-8,-82,-75,2,-9,14,-19

Continued:
Compound,CF NFkB inh,TWEAK-Fn14 inh,C8 TRAIL sens,KKLEB tox,NR2E3 ag-1,HIF-2a inh,Peg3 prom inh,NR2E3 ag-2,TRPM1 prom inh,TROY NFkB inh,Shn3 3UTR inh
COc1cc(/C=C/C(=O)O)cc(S(=O)(=O)NCC2CCCO2)c1OC (stereo not drawn),-21,19,10,-4,7,10,4,-5,6,11,-15
CC(C)(C)OC(=O)C[C@H]1C/C=C\C[C@@H](CC(=O)N(CCO)Cc2ccccc2)C(=O)NC[C@@H](c2ccccc2)OC1=O,-13,8,6,-7,17,6,-3,nt,-1,-1,-5
Cc1ccc(COc2coc(CN3CCN(C(=O)c4ccco4)CC3)cc2=O)cc1,-3,-4,11,21,13,-18,1,-2,0,2,-5
S=C(c1ccc(-c2ccc(Cl)cc2)o1)N1CCCCC1,2,12,48,-14,-113,-302,-292,2,-80,2,-4
CCCOc1ccc(OCCNC2CCCC2)cc1,-6,-1,4,-12,-15,-7,1,-2,-11,-23,0
COC(=O)c1cc(S(=O)(=O)Nc2nn(C)c3cccc(F)c23)oc1C,0,-2,-4,-8,-16,18,9,2,-32,-17,-22
COc1cccc(C(=O)NCC(c2cccnc2)N2CCN(c3ccccc3OC)CC2)c1 (stereo not drawn),-4,13,7,1,8,-19,6,3,nt,-6,60
O=C1c2ccccc2C(Nc2ccccc2F)N1c1cccnc1 (stereo not drawn),-31,9,-12,16,5,1,0,2,nt,-4,3
O=C(CCNS(=O)(=O)c1ccc(OC(F)(F)F)cc1)N1CCCC1,-15,-14,3,6,-24,4,11,nt,-1,4,-6
CCOC(=O)C1CCN(C(=O)Nc2ccc3nc(-c4ccco4)c(-c4ccco4)nc3c2)CC1,6,26,1,7,-26,11,11,3,4,13,7
COc1cccc(N2CCN(c3ccc4nnc(CCC(=O)Nc5ccccn5)n4n3)CC2)c1,-18,15,8,-18,-9,4,10,1,8,-4,14
CSc1nc2ccc(NC(=O)COc3ccccc3F)cc2s1,-44,-11,-9,9,-9,-327,-325,nt,-63,-79,-91
CCOC(=O)[C@@H]1[C@H]2COc3ccc(Br)cc3[C@H]2N2C(=O)N(c3ccc(OC)cc3)C(=O)[C@]12C,-10,0,-1,16,-29,11,12,nt,-4,2,7
Cc1ccc(C)c(S(=O)(=O)N2CCCOC2CNC(=O)C(=O)NCCC2=CCCCC2)c1 (stereo not drawn),-8,13,28,14,10,26,21,1,-9,2,24
CC1(C(=O)NS(=O)(=O)c2ccc(F)cc2F)CCN1C(=O)C1(c2ccc(Cl)cc2)CC1 (stereo not drawn),-6,-8,-4,-6,9,5,-2,nt,nt,10,-13

Compound activity deposited in PubChem by several laboratories.

These rows are one share of the data; count on the stated rates, not on these rows.
